DENV2 CPE rescue: inhibitors of DENV2 cytopathic effect, primary screen, cell-based, plate reader, single concentration; hit rate 1.7% among 350,000; CPE inhibition, % at 9.99 µM; DENV2-infected cells, cytopathic effect rescue; in the data active means CPE inhibition above about 20%, passing the limit was not always enough; inconclusive means no clear call, values can overlap the other calls; tested in BHK-21 cells;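 further: 0% = median of neutral control wells and 100% = median of positive control wells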
PglD DTNB: C. jejuni PglD acetyltransferase inhibitors, primary screen, biochemical, DTNB colorimetric, single point; purified PglD enzyme, DTNB colorimetric CoA detection; inhibition, % at 12.5 µM; hit rate 0.098% among 360,000; in the data active means inhibition above about 16%, passing the limit was not always enough; inconclusive means no clear call, values can overlap the other calls; further: strong numbers were not always called active
SIRT5 block: SIRT5 desuccinylase inhibitors, primary screen, biochemical, fluorescence imaging, single point, set 5. inhibition, % at 15 µM. Purified SirT5, succinyl-peptide AMC, trypsin-coupled fluorescence. hit rate 1.1% among 330,000; in the data active means inhibition above about 15%; inconclusive means no clear call, values can overlap the other calls
Target sequence (Q9NXA8 whole entry, looked up): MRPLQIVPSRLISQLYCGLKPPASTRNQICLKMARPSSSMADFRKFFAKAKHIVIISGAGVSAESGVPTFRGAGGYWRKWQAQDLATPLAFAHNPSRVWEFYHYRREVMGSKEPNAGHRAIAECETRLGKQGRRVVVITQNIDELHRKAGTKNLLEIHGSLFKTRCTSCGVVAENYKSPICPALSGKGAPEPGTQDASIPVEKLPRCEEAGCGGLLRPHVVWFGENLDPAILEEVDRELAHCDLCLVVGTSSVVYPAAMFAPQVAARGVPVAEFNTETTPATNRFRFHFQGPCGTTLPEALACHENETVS
E-sel inducer: E-selectin induction in HUVECs, primary screen, imaging, HUVEC, immunofluorescence imaging, single point; normalized: neutral wells 0, TNF-alpha wells 100; activation, % at 7.58 µM; hit rate 0.37% among 260,000; AID 686992, 2013;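 active means mean E-selectin-positive cell signal at least 10% of the positive control, reached in at least 60% of replicates, without over 20% cell loss; inconclusive means no rule given, readout overlaps actives, possibly toxicity-flagged; inactive means the rest, including those meeting only one limit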;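 further: in these data hits start at about 27%; measured in HUVEC primary endothelial cells; signal is the percent of cells scored E-selectin positive by PE staining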
Target sequence (P16581 whole entry, looked up): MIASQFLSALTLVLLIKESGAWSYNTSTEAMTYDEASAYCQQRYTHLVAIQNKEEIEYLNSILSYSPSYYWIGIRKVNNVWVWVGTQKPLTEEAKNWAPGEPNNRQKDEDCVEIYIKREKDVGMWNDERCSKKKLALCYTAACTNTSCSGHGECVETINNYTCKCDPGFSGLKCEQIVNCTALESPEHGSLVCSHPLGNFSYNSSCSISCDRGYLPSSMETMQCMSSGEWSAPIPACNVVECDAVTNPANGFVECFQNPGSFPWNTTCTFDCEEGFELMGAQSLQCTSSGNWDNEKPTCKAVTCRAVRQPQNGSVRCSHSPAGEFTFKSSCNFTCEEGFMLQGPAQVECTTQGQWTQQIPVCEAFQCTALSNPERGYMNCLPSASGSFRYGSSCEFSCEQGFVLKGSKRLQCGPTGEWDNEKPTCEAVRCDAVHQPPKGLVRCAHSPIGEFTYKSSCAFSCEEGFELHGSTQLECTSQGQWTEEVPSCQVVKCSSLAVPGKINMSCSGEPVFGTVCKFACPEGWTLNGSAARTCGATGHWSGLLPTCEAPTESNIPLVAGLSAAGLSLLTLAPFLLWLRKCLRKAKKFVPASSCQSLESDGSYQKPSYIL
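Read-out: % PE-positive cells | Test system: HUVEC | Doses: One compound dose added by pin transfer | Buffer or medium: EGM-2 over gelatin coat | Signal: Immunofluorescence imaging | Benchmarks: TNF-alpha, DMSO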
S100A4 inh HTS: inhibitors of S100A4-myosin IIA peptide binding, primary screen, biochemical, fluorescence polarization, TAMRA-MyoIIA peptide; inhibition, % at 10.7 µM; hit rate 0.14% among 360,000; AID 652163, 2013;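 active means mean inhibition of at least 70% across replicates, with every replicate also reaching that level; inconclusive means mean inhibition reaches 70% but some replicates fall short; inactive means mean inhibition below 70%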
Target sequence (P26447 whole entry, looked up): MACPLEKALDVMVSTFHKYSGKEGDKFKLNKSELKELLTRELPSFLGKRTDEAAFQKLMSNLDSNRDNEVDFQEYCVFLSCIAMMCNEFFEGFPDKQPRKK
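Test system: S100A4 monomer protein; Medium: HEPES pH 7.2 with CaCl2, KCl, NaCl, DTT, Triton; Probe or stimulus: TAMRA-labelled myosin IIA heavy-chain peptide probe, 5 nM; Doses: one dose per compound; Times: polarization read 5 min after assay mix addition, stable 5–60 min; Benchmarks: neutral control DMSO, positive control TFP.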
ERp5 inh: inhibitors of ERp5-driven insulin aggregation, primary screen, biochemical, turbidity, absorbance 650 nm, single point | Protein disulfide-isomerase A6 (Homo sapiens), Q15084 | inhibition, % at 9.99 µM | 90 min | hit rate 0.05% among 350,000;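 active means mean replicate inhibition above about 25%, with every replicate also reaching it, limit read from the data, passing the limit was not always enough; inconclusive means only one of those two criteria met; inactive means neither criterion met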
C2C12 statin: suppressors of statin myotoxicity in C2C12 myotubes, primary screen, cell-based, single point, plate reader; C2C12 myotubes + simvastatin, ATP luminescence, 48 h; scaled: DMSO 0, geranylgeraniol control 100; rescue of ATP level, % at 7.49 µM; hit rate 0.78% among 330,000; AID 602340, 2012;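 active means mean ATP rescue above about 67%, or every replicate alone reaching that limit, limit read from the data, passing the limit was not always enough; inconclusive means no clear call, values can overlap the other calls; inactive means mean under the limit and some replicate under it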;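 further: myotubes were challenged with 10 µM simvastatin during compound exposure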
Active calls of the source: *; ? = inconclusive; · = not tested or not shown. An excerpt (hit frequency here may not be typical).

SMILES | DENV2 CPE rescue | PglD DTNB | SIRT5 block | E-sel inducer | S100A4 inh HTS | ERp5 inh | C2C12 statin
COc1cccc(CNC(=O)C[C@H]2CC[C@H]3[C@@H](COc4ccc(NS(=O)(=O)c5ccccc5F)cc4C(=O)N3C)O2)c1 | 1 | 2 | 3 | -0.1 | 0 | 3 | -8
CC(=O)Nc1cc(-c2cccc(C(=O)NCCO)c2)cn2c(-c3cccc(C(F)(F)F)c3)cnc12 | -2 | 4 | · | 0.2 | -13 | -2 | 1
O=C(NC1CCS(=O)(=O)C1)C1CCCC1 (stereo not given) | 0 | 2 | -3 | 2.3 | 5 | 4 | -4
C[C@]12c3[nH]c4cc(-c5ccco5)ccc4c3CCN1C(=O)[C@@H](CC(=O)NCCCn1ccnc1)C[C@@H]2C(=O)N1CCCCC1 | 9 | 1 | -5 | · | -6 | -15 | -14
O=C(Nc1cccnc1)c1cc(-c2ccccc2O)on1 | -3 | · | -3 | -0.2 | -11 | 0 | 11
CC(=O)Nc1nnc(C2=COCCO2)o1 | -6 | · | 1 | · | -5 | 2 | ·
CCOc1ccc(N(C(=O)CNC(=O)c2ccco2)C(C(=O)NC2CCCC2)c2ccco2)cc1 (stereo not given) | 2 | 0 | 0 | · | -3 | 4 | 9
CN(C)CC(=O)Nc1ccc2c(c1)[C@H]1C[C@@H](CC(=O)NCc3ccccc3F)O[C@H](CO)[C@H]1O2 | -2 | -11 | · | -0.3 | · | · | -2
COc1cccc(CNC(=O)C[C@H]2CC[C@@H](NC(=O)C3CCC3)[C@H](CO)O2)c1 | 36* | 5 | 3 | -1.4 | -5 | 0 | -2
CC(C)NC(=O)Nc1ccc2c(c1)CC(=O)N([C@H](C)CO)C[C@@H](C)[C@H](CN(C)CC1CCCCC1)O2 | 4 | -3 | 5 | 0.9 | 53 | -1 | -7
CC12CCC(C(=O)N(c3nccs3)C1=O)C2(C)C (stereo not given) | 12 | -4 | -4 | · | 0 | 2 | 6
CS(=O)(=O)N1CCC(C(=O)Nc2cccc(F)c2)CC1 | 8 | -1 | -1 | · | 0 | 2 | 9
COC(=O)c1ccccc1Oc1ccc(NC(=O)c2ccco2)cc1 | -2 | -1 | -2 | -0.2 | -7 | 2 | 5
COc1ccc(/C=N/Nc2nc(-c3cccnc3)nc3ccccc23)cc1OC | ? | · | -8 | 0.0 | -4 | -8 | ·
CCCOc1ccc(NC(=O)c2cc3cc(C)ccc3[nH]2)cc1 | -5 | 3 | 0 | · | 9 | -2 | -15
Cc1noc(C)c1NC(=O)N(C)C[C@H]1OCCCC[C@@H](C)Oc2ccc(NC(=O)C3CCCCC3)cc2C(=O)N([C@@H](C)CO)C[C@H]1C | ? | 3 | -2 | -0.3 | 8 | 3 | ·
CCC(COC)NC(=O)CCc1nnc(Cc2c[nH]c3ccccc23)o1 (stereo not given) | -5 | -8 | -8 | · | -4 | 2 | -6
O=C(Nc1ccccc1)N[C@H]1CC[C@H](CCNS(=O)(=O)c2ccccc2F)O[C@H]1CO | -2 | -4 | 0 | -0.2 | -5 | -7 | -7
CC(O)Cn1cnc2c1c(=O)n(C)c(=O)n2C (stereo not given) | 2 | 5 | -1 | -0.2 | -9 | 0 | -7
Cc1cccc(-n2ncc3c2CCCC3NC(=O)CN2CCOC2=O)c1C (stereo not given) | 14 | -3 | -8 | · | 1 | 4 | -5
COCC#Cc1cnc2c(c1)C(=O)N([C@H](C)CO)C[C@@H](C)[C@H](CN(C)S(=O)(=O)c1cccc(OC)c1)O2 | 4 | -3 | -1 | 0.6 | -5 | -6 | 6
CCc1ccccc1NC(=O)Cc1cn(C)c2ccccc12 | 9 | 5 | -2 | · | -3 | 0 | 3
Cc1nnc(NC(=O)CSc2nc(C(C)C)nc3ccccc23)s1 | 3 | 3 | -2 | · | -5 | -4 | ?
O=C(Nc1ccc(S(=O)(=O)Nc2ccccc2)cc1)C1CC1 | 16 | 0 | -3 | -0.1 | -2 | 1 | ·
C[C@H]1CN([C@@H](C)CO)C(=O)Cc2cc(N(C)C)ccc2O[C@@H]1CN(C)C | -3 | -3 | -1 | -11 | 13 | -1 | 11
Cc1ccc(S(=O)(=O)Nc2ccc3c(c2)C(=O)N([C@@H](C)CO)C[C@@H](C)[C@H](CN(C)C(=O)Nc2ccccc2)OCCCC[C@@H](C)O3)cc1 | 2 | -6 | 5 | -0.4 | 4 | 7 | ·
CCC(C)NC(=S)N1CCN(C)CC1 (stereo not given) | 16 | · | -1 | · | -6 | -5 | ·
COc1ccccc1C#Cc1ccc2c(c1)O[C@@H](CN(C)C(C)=O)[C@@H](C)CN([C@H](C)CO)S2(=O)=O | ? | 1 | -34 | 0.9 | -3 | 6 | -19
CCCC(=O)Nc1nnc(SCC(=O)Nc2ccc(OCC)cc2)s1 | -10 | -4 | · | · | -2 | -7 | 1
CNC[C@H]1Oc2ccc(NC(=O)c3ccncc3)cc2C(=O)N([C@@H](C)CO)C[C@@H]1C | 2 | -1 | · | · | 11 | 1 | ?
Cc1ccc(C)c(S(=O)(=O)Nc2nc(C)c(C(=O)Nc3ccccc3)s2)c1 | 4 | 4 | 0 | 0.4 | -2 | -11 | ·
CCCC(=O)Nc1cc(C(F)(F)F)ccc1N1CCOCC1 | -2 | -2 | -1 | -0.2 | -2 | 2 | ·
CCOc1cc(N2CCOCC2)c(OCC)cc1NC(=O)c1ccc(OC)c(S(=O)(=O)N2CCOCC2)c1 | -2 | · | 0 | -0.1 | 4 | -1 | 0
O=C(Nc1ccsc1C(=O)O)c1ccccc1Cl | -2 | 2 | -2 | · | 1 | 5 | -4
CNC[C@@H]1Oc2ccc(NC(=O)Nc3ccc(F)cc3)cc2CC(=O)N([C@@H](C)CO)C[C@@H]1C | -4 | 0 | -6 | -0.1 | 4 | 1 | 0
CC1C(=O)N(Cc2ccccc2)c2ccccc2N1C(=O)c1ccccc1 (stereo not given) | -7 | -7 | 1 | · | 0 | 0 | -4
CC1CC(C)CN(C(=O)c2ccc3c(c2)OCCO3)C1 (stereo not given) | 16 | -2 | 4 | · | -3 | -1 | 6
Cc1cccc[n+]1CC(=O)Nc1cccc([N+](=O)[O-])c1 | -1 | · | -5 | · | 1 | 4 | ·
Cc1nc2cc(Cc3ccccc3)ccc2o1 | ? | · | · | -0.1 | 2 | 4 | ·
CCCC(=O)Nc1ccc2c(c1)C(=O)N(C)[C@@H]1CC[C@@H](CC(=O)NC3CCCC3)O[C@@H]1CO2 | -3 | 1 | -2 | 0.1 | 4 | -2 | 8
Cc1ccc(/C(O)=C2\C(=O)C(=O)N(C)C2c2ccc(Br)cc2)cc1 (stereo not given) | 2 | -4 | 0 | -0.2 | -6 | -2 | -2
CCN(Cc1ccccc1)C1CCN(Cc2ccc(SC)cc2)CC1 | 0 | 0 | 1 | 7.5 | -15 | 5 | -8
C/C(=C\c1ccccc1)C(=O)NCCc1ccccc1 | -7 | · | 0 | · | 10 | 3 | ·
Cc1nc2ccc(S(=O)(=O)NC(C(=O)NC3CCCC3)C(C)C)cc2s1 (stereo not given) | -12 | -4 | · | · | 0 | 1 | -2
COc1ccc(S(=O)(=O)NCCc2cn3cccc(C)c3n2)cc1OC | -2 | 0 | -2 | · | -2 | -11 | -6
O=C(Cn1nnc(-c2ccccc2)n1)NNC(=O)c1ccco1 | 0 | · | · | 2.9 | -1 | 0 | ·
CCC(C)Nc1nc2c(c(=O)n(C)c(=O)n2C)n1Cc1ccc(Cl)cc1 (stereo not given) | 11 | -1 | -1 | 0.1 | -11 | 0 | 21
O=S(=O)(c1ccc(F)cc1)N1CCCCN2[C@H](CO)[C@@H](c3ccc(-c4cncnc4)cc3)[C@@H]2C1 | 16 | -2 | 4 | -0.1 | 10 | 0 | 4
C[C@@H]1CN([C@@H](C)CO)C(=O)c2cc(NC(=O)Nc3ccc4c(c3)OCO4)ccc2O[C@@H](C)CCCCO[C@H]1CN(C)C(=O)Cc1ccccc1 | ? | 2 | 6 | 0.3 | -15 | 2 | ·
Cc1ccc(NS(=O)(=O)c2ccc(-c3csc(C)n3)s2)c(C)c1 | -1 | -6 | 2 | 0.0 | 5 | 5 | -2
COc1ccccc1NC(=S)NC1CCC(CC2CCC(NC(=S)Nc3ccccc3OC)CC2)CC1 (stereo not given) | -7 | · | -6 | 14 | 32 | 7 | ·
COc1ccccc1NC(=O)CN(c1ccc([N+](=O)[O-])cc1)S(=O)(=O)c1ccccc1 | 4 | -8 | 1 | · | 1 | 1 | ·
COCCNC(=O)C[C@@H]1C=C[C@@H](NS(=O)(=O)c2ccc(C)cc2)[C@@H](CO)O1 | 2 | -2 | -2 | 0.4 | 3 | -1 | -4
Cn1ncc(Br)c1C(=O)NC1CCCCCC1 | 3 | 0 | -2 | · | -7 | -4 | 7
CCOC(=O)c1[nH]c(=O)[nH]c1CNc1ccccc1C#N | 0 | 1 | -11 | · | -2 | 0 | -7
Cc1ccc(C(=O)CSc2cnc3ccccc3n2)cc1C | -3 | · | 0 | -4.9 | -4 | -3 | ·
OC1CCN(Cc2nc(Cc3ccccc3Cl)no2)CC1 | 3 | -7 | 1 | -0.1 | 0 | -2 | 9
CC(=O)c1ccc(OCc2ncc(C(F)(F)F)cc2Cl)cc1 | 1 | · | -4 | · | -3 | 0 | ·
CC(C)CC#Cc1ccc([C@H]2[C@H]3CN(C(=O)Cc4cccnc4)CC(=O)N3[C@H]2CO)cc1 | -8 | · | 3 | -0.1 | 107* | 0 | ·
COc1cccc2c1c(NC(=O)c1cc(C)on1)nn2C | -2 | -1 | -1 | -0.1 | 0 | -2 | 2
Additional results
SMILES | DENV2 CPE rescue | PglD DTNB | SIRT5 block | E-sel inducer | S100A4 inh HTS | ERp5 inh | C2C12 statin
NC(=O)CC(NC(=O)c1ccccc1)c1ccc(NC2CCCCC2)c([N+](=O)[O-])c1 (stereo not given) | -7 | -2 | -2 | -0.1 | 0 | -6 | -11
CC(=O)c1cccc(-c2ccnc3c2CC(C(=O)NCC2CCOCC2)O3)c1 (stereo not given) | -5 | -1 | 1 | · | -26 | -1 | -27
CCCN(CC(=O)Nc1cc(Cl)cc(Cl)c1)CC(=O)Nc1ccc(F)c(F)c1F | 10 | 1 | · | · | 4 | -2 | ·
O=c1nc(Nc2cccc(Cl)c2)oc2cc(Cl)oc(=O)c12 | -1 | · | -1 | · | -4 | -15 | -21
CCN(C[C@H]1N[C@@](Cc2ccccc2)(C(=O)OC)[C@H]2C(=O)N(C)C(=O)[C@@H]12)C(=O)Nc1ccc(C(F)(F)F)cc1 | -11 | -8 | 28* | 0.4 | 0 | -4 | -1
N#C[C@@H]1[C@@H](c2ccccc2)[C@H](CO)N1S(=O)(=O)c1ccc(-c2ccccc2)cc1 | 1 | -3 | 3 | -0.5 | -2 | 0 | 88*
CCOC(=O)CSc1c(-c2cccs2)[nH]c2ccccc12 | · | 1 | · | 19 | · | · | -1

Record cards (already shown). Values in the order: DENV2 CPE rescue, PglD DTNB, SIRT5 block, E-sel inducer, S100A4 inh HTS, ERp5 inh, C2C12 statin
CCN(C[C@H]1N[C@@](Cc2ccccc2)(C(=O)OC)[C@H]2C(=O)N(C)C(=O)[C@@H]12)C(=O)Nc1ccc(C(F)(F)F)cc1 is listed with -11, -8, 28*, 0.4, 0, -4, -1
O=c1nc(Nc2cccc(Cl)c2)oc2cc(Cl)oc(=O)c12 is listed with -1, ·, -1, ·, -4, -15, -21
CCOC(=O)CSc1c(-c2cccs2)[nH]c2ccccc12 is listed with ·, 1, ·, 19, ·, ·, -1

High-throughput results: PubChem, Broad Institute
